Compound activity as filed in PubChem.
HIV peptide binding = inhibitors of HIV fusion peptide binding, primary screen, biochemical, uHTS, fluorescence dequenching (AID 1986); cell-free peptide binding, fluorescence dequenching, 30 min; higher % means a stronger effect; one-dose inhibition, % at 20 µM; IC50 in µM for titrated hits; hit rate 0.3% among 290,000; in the data active = inhibition mostly above about 52%, no sharp cut-off; inactive = mostly below about 76%; note: some results filed as inactive read as strong as hits
RSV antiviral HEp-2 = RSV antiviral activity via CPE protection, HEp-2 cells, primary 10 µM value included (AID 2391) | HEp-2 cells, RSV-induced CPE inhibition; higher % means a stronger effect | one-dose CPE inhibition, % at 10 µM; IC50 in µM for titrated hits | hit rate 0.13% among 310,000; in the data active = a potency from the dose series; inconclusive = CPE inhibition mostly from about 23% at the one dose, without a potency; inactive = the rest, 99 in 100 with CPE inhibition below about 21%; note: strong numbers were not always called active
MgcRacGAP inhibition = MgcRacGAP GTPase-activating activity inhibitors, confirmation, biochemical, ADP Hunter fluorescence; hit rate 0.6% among 340,000; Rac GTPase-activating protein 1 (Homo sapiens); inhibition, % at 30 µM; hits with a dose series show IC50 in µM; AID 624330, 2012; MgcRacGAP-stimulated Rac1 GTP hydrolysis, ADP Hunter fluorescence; higher % means a stronger effect; GST-tagged Rac1 F28L mutant substrate;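 active = first-screen hits whose inhibition reached a set limit at any dose in the follow-up dose series; inconclusive = inhibition above the set first-screen limit but never retested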;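 note: fluorescence reports GDP produced by GAP-driven GTP hydrolysis; strong numbers were not always called active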
GPR55 antagonists = GPR55 antagonists blocking LPI-driven arrestin recruitment, primary screen, imaging, U2OS, beta-arrestin-GFP, LPI agonist (AID 2013); hit rate 0.13% among 290,000; G-protein coupled receptor 55 (Homo sapiens); U2OS GPR55 beta-arrestin-GFP translocation imaging, LPI antagonism; higher % means a stronger effect; inhibition, % at 10 µM; hits with a dose series show IC50 in µM;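 active = spots per cell inhibited over 60%, with over 100 cells counted and total cytoplasm intensity under 500,000; inconclusive = wells with under 100 cells, flagged as likely toxic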;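 note: U2OS cells stably carrying GPR55 and arrestin-GFP stimulated by 5 µM LPI near EC80; imaged beta-arrestin-GFP aggregate spots per cell after agonist stimulation; plate controls were LPI-stimulated DMSO wells for no effect and DMSO wells without LPI for full effect; some results filed as inactive read as strong as hits; confirmed hits need IC50 under 10 µM and bright autofluorescent wells are also inconclusive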
NS5 inhibitors = Dengue-2 NS5 methyltransferase inhibitors, primary screen, biochemical, confirmation dose response (AID 588689); Genome polyprotein (Dengue virus type 2 (strain 16681-PDK53)); Dengue-2 NS5 methyltransferase capping enzyme assay, biochemical; higher % means a stronger effect; inhibition, % at 25 µM; hits with a dose series show IC50 in µM; hit rate 0.3% among 340,000; in the data active = a potency from the dose series; inconclusive = inhibition above about 29% without an active follow-up result
K1F lysis inhibition = inhibition of K1F phage lysis, E. coli UTI89, bacterial capsule biogenesis inhibitors, alamar blue (AID 488966); inhibition, % at 100 µM; hits with a dose series show IC50 in µM; E. coli UTI89 K1F phage lysis, alamar blue, 2 h; higher % means a stronger effect; hit rate 0.02% among 340,000;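 active = phage lysis inhibition, versus mean bacterial control, above a set limit; inconclusive = no clear call, values can overlap the other calls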;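 note: capsule biogenesis inhibitors block K1F phage lysis so surviving cells raise fluorescence; higher fluorescence means more inhibition of phage lysis; actives were called in the ten point dose series up to 300 µM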
GPR35 arrestin U2OS = GPR35 antagonists blocking zaprinast-driven arrestin recruitment, primary screen, imaging, U2OS, beta-arrestin-GFP, zaprinast agonist (AID 2058); U2OS GPR35 beta-arrestin-GFP translocation imaging, zaprinast antagonism; higher % means a stronger effect; inhibition, % at 10 µM, or IC50 in µM where a hit was titrated; hit rate 0.052% among 290,000;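 active = inhibition of at least 50% with at least 30 cells and total cytoplasm GFP at most 10,000,000; inconclusive = under 30 cells or total GFP of 10,000,000 plus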
Large T inhibition = SV40 large T antigen inhibitors, biochemical (AID 1903); hit rate 0.39% among 310,000; inhibition, % at 20 µM, or IC50 in µM where a hit was titrated; SV40 large T antigen ATPase/helicase inhibition assay; higher % means a stronger effect; in the data active = a potency from the dose series; inconclusive = inhibition mostly from about 32% at the one dose, without a potency; inactive = the rest, 99 in 100 with inhibition below about 32%; note: strong numbers were not always called active
PhoP inhibition = inhibitors of PhoP regulon expression, primary screen, Salmonella Typhimurium, GFP reporter (AID 1863). inhibition, % at 50 µM, or IC50 in µM where a hit was titrated. S. Typhimurium PhoP-regulated promoter GFP reporter, 4 h; higher % means a stronger effect. hit rate 0.16% among 300,000;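 active = inhibition over 29.93%, a cutoff 3 SD above the screen mean, later confirmed by dose response; inconclusive = inhibition over 29.93% but no dose response follow-up; inactive = inhibition at most 29.93% or unconfirmed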;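 note: 0% = low Mg2+ inducing control and 100% = high Mg2+ repressing control; strong numbers were not always called active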
* = called active by the depositor; ? = inconclusive; nt = not tested or not shown; [ ] = dose if it differs, or a comment. This is a random part of the collection; any-hit rate near 1.5%.

Molecule,HIV peptide binding,RSV antiviral HEp-2,MgcRacGAP inhibition,GPR55 antagonists,NS5 inhibitors,K1F lysis inhibition,GPR35 arrestin U2OS,Large T inhibition,PhoP inhibition
Cc1ccc(C)c(NC(=O)CSc2nc(C)cs2)c1,nt,0.7%,4%,nt,-8%,0.5%[50 µM],nt,nt,nt
CCOC(=O)NCc1ccc(CNC(=O)OCC)cc1,-2.3%,1.3%,11%,-6%,0%,0.6%,2%,-1%,9%
CCCc1ccc(OCCNC(=O)c2ccco2)cc1,-0.6%,1.9%,-3%,9%,-1%,0.0%,19%,8%,7%
O=C(Nc1ccccc1Cl)c1cccc(NC(=O)C2CCCC2)c1,0.4%,3.2%,18%,-7%,nt,-1.4%,6%,5%,2%
O=S1(=O)NC(CC2=CCCCC2)C2CCCCC2O1 (centres undefined),0.7%,0.3%,-6%,-3%,-3%,-1.4%,5%,12%,8%
Cc1sc2ncn(CC(=O)NCCCC(=O)N3CCN(c4ncccn4)CC3)c(=O)c2c1C,0.6%,1.3%,7%,17%,-4%,-2.6%,7%,18%,4%
CN1CCN(C(=O)c2ccc(CSc3nc4ccncc4n3Cc3ccc(F)cc3)cc2)CC1,3.5%,0.9%,12%,1%,1%,2.6%,-2%,2%,7%
CC(C)CN(C(=O)c1ccc(C(F)(F)F)cc1)c1c(N)n(CC(C)C)c(=O)[nH]c1=O,0.5%,1.9%,8%,1%,-7%,0.0%,2%,9%,-6%
COc1cc(S(=O)(=O)N(Cc2ccccc2)CC2CCCO2)ccc1-n1cnnn1 (centres undefined),1.9%,1.6%,6%,10%,-7%,0.2%,6%,-16%,3%
CCCCCNC(=O)C(C)Sc1ccc(Cl)cc1 (centres undefined),-1.1%,0.3%,-2%,-5%,-3%,2.4%,-16%,3%,8%
O=C(Cc1ccc(Cl)cc1)NCC(=O)N1CCN(Cc2ccccc2)CC1,-0.9%,1.8%,3%,16%,2%,0.6%[50 µM],10%,28%,-3%
O=C(CN1C(=O)COc2ccc(S(=O)(=O)N3CCOCC3)cc21)Nc1cccc(Cl)c1,0.9%,2.4%,8%,10%,-7%,-0.1%,8%,6%,-7%
CCN(CC(=O)Nc1ccccc1C(F)(F)F)C(=O)COc1cccc2c1OC(C)(C)C2,nt,-2.0%,5%,nt,-7%,0.9%[50 µM],nt,3%,-3%
CCc1ccc(CNC(=O)C2CCN(S(=O)(=O)N3CCC4(CC3)OCCO4)CC2)cc1,0.6%,2.4%,5%,-2%,-6%,-0.5%,1%,6%,-8%
COCCCn1c(SCC(=O)Nc2nc3ccccc3s2)nnc1-c1ccoc1C,3.0%,0.8%,10%,8%,-4%,0.1%,-4%,5%,2%
Cc1cc2[nH]c(=O)c(=O)[nH]c2cc1S(=O)(=O)N1CCN(c2ccccc2)CC1,-1.8%,-0.2%,8%,-1%,1%,4.6%,-7%,nt,nt
CCOC(=O)C1(CC2CC2)CCN(C(=O)c2cc(C)nc3ccc(CC)cc23)CC1,1.3%,-0.8%,8%,9%,-5%,0.1%,-2%,0%,7%
O=C(Cc1ccccc1)NCCc1cn2ccsc2n1,2.6%,1.9%,11%,2%,1%,1.7%,9%,9%,13%
Cc1cccc(CNC(=O)C2CCCN(c3nn4c(=O)cc(C)nc4s3)C2)c1 (centres undefined),1.1%,2.8%,0%,0%,-6%,-1.1%,3%,1%,nt
O=C1CN(C(=S)Nc2ccc(OC(F)F)cc2)CCN1,0.6%,2.3%,4%,6%,-9%,9.5%,-3%,-1%,-10%
CC(C)(C)C(=O)CSc1ncnc2c1cnn2-c1ccccc1,-2.1%,2.7%,nt,4%,nt,nt,12%,13%,-2%
Cc1ccccc1C(=O)N1CCC(n2nccc2NC(=O)CCOc2ccccc2)CC1,0.3%,1.4%,2%,-6%,-1%,0.1%,-12%,1%,-5%
O=S(=O)(NCCc1csc(-c2cccnc2)n1)c1cccs1,-0.9%,0.7%,9%,0%,-3%,-0.5%,-7%,6%,-6%
COc1ccc(S(=O)(=O)Nc2ccccc2C(=O)NCc2cccnc2)cc1OC,-1.8%,0.1%,-9%,6%,5%,0.2%,-7%,-4%,9%
COc1cccc(/C=C/C(=O)OCC(=O)N2CCCc3ccccc32)c1,nt,1.6%,-1%,nt,-3%,0.6%[50 µM],nt,9%,-1%
CCc1nnc(NS(=O)(=O)c2ccc(NC(=S)NC(=O)c3ccc(OC)cc3)cc2)s1,33%,8.9%,9%,5%,0%,-0.4%,6%,10%,3%
CCN(CC)S(=O)(=O)c1ccc(OC)c(NC(=O)CSc2ccccc2)c1,-0.3%,0.9%,8%,10%,0%,0.9%,7%,19%,4%
Cc1cc(C[n+]2ccccc2)c2nsnc2c1,-1.8%,15%,3%,-6%,-3%,3.9%,1%,0%,16%
CCOC(=O)/C(=C/Nc1ccc(F)c(F)c1)[N+](=O)[O-],-1.1%,3.5%,-8%,8%,0%,-1.3%,7%,8%,-6%
O=C(c1cc2cc(Br)ccc2oc1=O)N1CCCC1,-1.2%,0.1%,1%,10%,-7%,-4.1%,-5%,0%,-5%
COc1ccc(Br)cc1C(=O)N/N=C/c1ccc2c(c1)n(C)c(=O)n2C,-0.4%,0.2%,6%,2%,-6%,0.6%,14%,2%,-1%
CCN(CC)S(=O)(=O)c1ccc(OC)c(NC(=O)CSc2cc(Cl)ccc2Cl)c1,-2.2%,13%,8%,-6%,1%,2.4%,-1%,8%,-15%
COc1ccccc1C(=O)NCCNc1nc2cc(C)cc(C)c2cc1C#N,0.9%,43%,2%,-8%,-16%,-1.3%,-13%,0%,5%
O=C(NCc1cccnc1)C1CCN(S(=O)(=O)c2cc(Cl)ccc2Cl)CC1,1.8%,8.0%,7%,-7%,0%,0.1%,5%,7%,-2%
CC(c1cccnc1)N(C(=O)Nc1ccccc1)C1CCCCC1 (centres undefined),-0.9%,0.4%,8%,-9%,-6%,0.6%,-9%,-3%,4%
Cc1nnc(Nc2ccc(C(=O)NCCO)cc2)c2ccccc12,-1.7%,-0.2%,9%,-13%,-4%,-0.2%,13%,5%,-8%
Cc1n[nH]c(=O)nc1N/N=C/c1cccs1,-4.1%,3.5%,6%,-5%,nt,0.5%,-8%,8%,-3%
COc1cc(OC)c(C(=O)OCC(=O)Nc2nnc(-c3ccccc3)o2)cc1OC,nt,1.3%,3%,nt,-4%,0.6%[50 µM],nt,nt,nt
S=C(NCc1cccnc1)Nc1ccc(Cl)c(Cl)c1,-3.5%,5.3%,3%,12%,-1%,1.7%,-4%,3%,46%
COc1ccccc1N1CCN(c2ccc(N3C(=O)CCC3=O)cc2[N+](=O)[O-])CC1,2.5%,-1.1%,4%,4%,-13%,0.1%,6%,7%,-3%
COc1ccc(CNCc2cn(-c3cccc(F)c3)nc2-c2ccc(C)o2)cc1,-0.3%,11%,6%,19%,-20%,0.3%,-8%,8%,18%
COc1ccc(CN(Cc2cccnc2)C(=S)NCCc2ccccc2)cc1OC,-1.3%,0.6%,0%,-23%,-4%,-0.8%,2%,-2%,0%
O=C(NCCOc1ccc(F)cc1)C1CCC(=O)N(CCCN2CCOCC2)C1 (centres undefined),3.4%,0.2%,9%,3%,-9%,0.2%,-2%,9%,-6%
Cc1cc(C)c(CN2CCC(n3nccc3NC(=O)C3CCCC3)CC2)cc1C,0.2%,-0.8%,0%,3%,-21%,0.0%,-12%,10%,-2%
Cc1ccc(NC(=O)Nc2ccc(F)cc2)nc1,-1.3%,1.7%,7%,-7%,-6%,3.9%,-13%,8%,-1%
CC(C)C(=O)NC(NC(=O)C(C)C)c1ccc([N+](=O)[O-])cc1,-0.2%,1.4%,3%,7%,-7%,0.8%[50 µM],-15%,5%,-5%
Cc1cc(NC(=O)CSc2nnc(C)n2-c2ccccc2)no1,-1.0%,0.7%,-2%,2%,1%,-0.1%,-3%,8%,1%
COc1ccccc1NC(=S)N1CC(C)OC(C)C1 (centres undefined),1.2%,0.4%,-14%,-8%,-3%,0.0%,2%,11%,-7%
Cc1ccc(-n2cc3ccc([N+](=O)[O-])cc3n2)cc1,-1.1%,18%,4%,0%,-6%,1.8%,2%,5%,-9%
COc1ccc(CCN2C(=O)CC(C(N)=O)SC2=Nc2ccccc2)cc1OC (centres undefined),-0.7%,0.2%,6%,9%,1%,0.0%,-4%,9%,-10%
CCCNC(=O)/C(C#N)=C1\N=C(NC(=O)c2ccco2)c2ccccc21,-0.7%,-0.4%,-3%,-9%,-12%,0.2%,-14%,7%,-4%
COc1cnn(-c2ccc(C)cc2)c(=O)c1SCc1ccccc1,-0.3%,3.2%,11%,10%,-9%,-0.2%,7%,3%,-5%
CC(OC(=O)c1cccc(-n2cnnn2)c1)C(=O)Nc1ccccc1F (centres undefined),nt,-1.4%,-3%,nt,-7%,0.8%[50 µM],nt,8%,-9%
O=C(CN1CCC(NC(=O)c2cccc(F)c2)CC1)NCc1ccccc1F,-1.2%,0.5%,-6%,10%,-2%,-0.1%,3%,-13%,34%
COc1ccc(C(=O)/C=C2/C(=O)Nc3ccccc32)cc1OC,-1.3%,-0.2%,8%,1%,-47%,1.9%[50 µM],2%,15%,4%
Clc1ccccc1-c1nnc2sc(-c3ccc(Br)o3)nn12,1.2%,5.9%,8%,10%,-4%,-0.1%,18%,6%,3%
COc1ccc(Nc2nc(C)cc(C)c2C#N)cc1OC,0.9%,0.9%,2%,6%,3%,-1.2%,7%,9%,3%
COc1ccc(C)cc1N(C(=O)c1ccccc1F)c1nc2ccccc2s1,2.4%,14%,6%,8%,-7%,0.8%[50 µM],2%,-59%,27%
Clc1cccc(COn2c(-c3ccc(Cl)cc3Cl)nc3ncccc32)c1,-2.8%,26%,4%,6%,-2%,5.2%,-16%,?,-6%
O=C(COC(=O)Cc1ccc(Cl)cc1Cl)NCCC1=CCCCC1,2.5%,2.4%,0%,3%,-1%,0.1%,-10%,18%,-4%
O=C(O/N=C\c1ccc(N2CCOCC2)c([N+](=O)[O-])c1)c1ccc(F)cc1,-1.7%,11%,6%,21%,-6%,0.0%,1%,11%,-2%
O=C(COC(=O)c1ccc(NS(=O)(=O)c2cccs2)cc1)Nc1nc2c(F)c(F)c(F)cc2s1,56%,nt,-3%,-2%,-3%,0.2%,2%,25%,1%
COc1cccc(-n2nnc3c(=O)n(CC(=O)N4CCCc5ccccc54)cnc32)c1,1.5%,2.0%,6%,1%,-5%,0.1%,12%,5%,5%
